# Wnt bcat act – Wnt/beta-catenin pathway activators, primary screen, cell-based, plate reader, single point | Wnt/beta-catenin reporter cell assay, activator | hit rate 1.2% among 300,000 | activation, % at 9.35 µM; in the data active means activation above about 30%, passing the limit was not always enough; inconclusive means no clear call, values can overlap the other calls;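 further: 0% = neutral control wells and 100% = positive control wells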
# Rtt109 Vps75 – inhibitors of C. albicans Rtt109/Vps75 HAT, primary screen, biochemical, ThioGlo CoA-SH fluorescence, plate reader. hit rate 0.16% among 330,000. inhibition, % at 34.9 µM. Histone acetyltransferase RTT109 (Candida albicans (strain SC5314 / ATCC MYA-2876)), …. AID 540336, 2011. purified Rtt109/Vps75, 4 h;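 active means inhibition of at least 50% in every replicate; inconclusive means best replicate reaches 50% inhibition but some replicates fall short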
# Target sequence (Q5AAJ8 whole entry, looked up): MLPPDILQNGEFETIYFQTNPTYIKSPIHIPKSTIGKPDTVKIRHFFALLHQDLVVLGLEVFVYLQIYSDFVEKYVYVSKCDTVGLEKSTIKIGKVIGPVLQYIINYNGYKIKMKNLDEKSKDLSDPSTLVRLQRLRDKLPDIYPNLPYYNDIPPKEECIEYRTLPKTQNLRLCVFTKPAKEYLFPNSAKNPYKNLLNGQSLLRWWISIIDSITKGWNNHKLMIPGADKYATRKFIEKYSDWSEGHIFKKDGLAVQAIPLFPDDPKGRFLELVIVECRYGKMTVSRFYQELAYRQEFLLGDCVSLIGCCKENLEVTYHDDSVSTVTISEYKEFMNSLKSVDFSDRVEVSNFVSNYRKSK
# Ecoli viability – E. coli V3065 growth inhibition, primary screen, counter-screen for AddAB inhibitor project, absorbance, OD600 | hit rate 0.27% among 330,000 | inhibition, % at 11.9 µM | AID 449728, 2010 | 18 h;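 active means inhibition above the campaign's mean inhibition across all tested compounds plus 3 SD, cut at about 9.9% in these data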;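 further: uninfected addAB+ strain grown without phage in ampicillin broth; 0% = DMSO wells and 100% = ciprofloxacin 0.95 µg/ml wells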
# PvdQ acylase – P. aeruginosa PvdQ acylase inhibitors, primary screen, biochemical, fluorescence, plate reader and imaging, single point; PvdQ acylase [Pseudomonas aeruginosa LESB58]; hit rate 0.063% among 340,000; purified PvdQ acylase; inhibition, % at 10 µM; AID 488965, 2010; in the data active means inhibition above about 30%, passing the limit was not always enough; inconclusive means no clear call, values can overlap the other calls;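 further: 0% = vehicle neutral wells and 100% = reference inhibitor wells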
# AddAB inh – growth inhibition of E. coli expressing H. pylori AddAB, primary screen, AddAB inhibitor project, absorbance; hit rate 0.29% among 330,000; inhibition, % at 11.9 µM; in the data active means inhibition above about 12%;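 further: 0% = vehicle wells of infected cells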
# DAGLB inh – DAGLB lipase inhibitors, primary screen, biochemical, fluorescence, HTS; Diacylglycerol lipase-beta (Homo sapiens), Q8NCG7; HEK293T DAGLB membrane lysate, EnzChek fluorogenic substrate; inhibition, % at 5.17 µM; hit rate 0.059% among 340,000; AID 504411, 2011; in the data active means inhibition above about 34%;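 further: 0% = enzyme with vehicle and 100% = wells lacking enzyme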
# PfHsp90 set2 – growth inhibition of PfHsp90-expressing yeast, primary screen, antimalarial PfHsp90 inhibitor project, S. cerevisiae, BacTiter-Glo luminescence, single point, set 2; BacTiter-Glo ATP, 48 h; yeast lacking PDR1 and PDR3 efflux regulators; AID 504621, 2011; inhibition, % at 9.4 µM; hit rate 0.32% among 310,000;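 active means every replicate shows inhibition above about 80%, whatever the replicate mean, limit read from the data; inconclusive means mean inhibition reaches the set limit but some replicate falls short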;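 further: 0% = DMSO neutral controls and 100% = 20 µM radicicol positive controls; yeast relying on Plasmodium falciparum Hsp90 in place of its own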
# Tat export inh – E. coli Tat export inhibitors, primary screen, MC4100, TorA-mCherry reporter, fluorescence, single point. inhibition, % at 10 µM. hit rate 0.036% among 340,000. AID 488895, 2010;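 active means mean replicate inhibition at least 50% and at least half of replicates individually reaching 50%; inconclusive means only one of the two criteria met; inactive means neither criterion met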;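 further: exported cargo escapes ClpAP degradation while cytoplasmic cargo is degraded and loses fluorescence; 0% = median of neutral control wells and 100% = median of NaSCN control wells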
# CAL PDZ FP – CAL PDZ peptide-binding inhibitors, primary screen, biochemical, fluorescence polarization, Cer-tagged CAL PDZ, HTS; Golgi-associated PDZ and coiled-coil motif-containing protein (Homo sapiens), Q9HD26; purified CAL PDZ, TMR-peptide fluorescence polarization, 1 h; inhibition, % at 20 µM; hit rate 0.02% among 330,000;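 active means highest replicate inhibition of at least 40%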;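 further: plate controls were DMSO neutral control wells for no effect and unlabeled competitor peptide control wells for full effect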
#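 Assay system – tagged CAL PDZ protein CerCALP, purified · Timing – 1 h at RT · Compound – single point, 20 µM · Measured by – fluorescence polarization from S- and P-plane intensities, G-factor corrected · Evaluation – inhibition from polarization loss · Probe or stimulus – TMR reporter peptide T*-PRC34 · Buffer or medium – pH 7.4 phosphate-saline buffer, reducing agent, detergent, IgG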
# phage Ecoli inh – growth loss of phage-infected E. coli, primary screen, RecBCD inhibitor project, absorbance, with phage, HTS; hit rate 0.26% among 360,000; AID 651602, 2012; inhibition, % at 11.9 µM; in the data active means inhibition above about 11%
# An asterisk follows results filed as active; ? = inconclusive; / = not tested or not shown.
# Values in the order – Wnt bcat act	Rtt109 Vps75	Ecoli viability	PvdQ acylase	AddAB inh	DAGLB inh	PfHsp90 set2	Tat export inh	CAL PDZ FP	phage Ecoli inh
Cc1cccc(N(CC(=O)NC2CCCCC2)C(=O)c2ccc(C)s2)c1
 : 2.1	26.7	-1.6	-7.2	2.8	-3.1	1.0	1.5	-3.3	1.3
CC(=O)Nc1cc(C(=O)N(C)Cc2ccccc2)ccc1S(=O)(=O)c1ccc(C)cc1
 : -0.1	3.2	-2.4	-0.7	-1.3	-0.7	1.1	0.5	-0.8	0.1
COc1ccc(C(C)=O)cc1CSc1nncn1-c1ccccc1
 : -2.1	-4.8	-1.4	-3.4	0.0	-0.6	18.1	-6.5	0.9	3.1
COc1ccc(C(=O)N2CCCc3ccccc32)cc1
 : /	4.7	2.1	-1.2	2.7	-2.7	1.0	0.2	-0.9	0.9
COc1ccc2c(c1)c(CC(=O)OC(C)C(=O)N(C)C)c(C)n2C(=O)c1ccc(Cl)cc1 (stereo unspecified)
 : -2.4	2.6	-0.1	-11.7	1.6	-1.9	2.6	-0.7	-1.4	-1.1
COc1ccc(C2C(C(=O)/C=C/c3ccco3)=C(O)C(=O)N2CCN2CCOCC2)cc1 (stereo unspecified)
 : -0.7	-1.6	0.5	-7.6	-0.7	-1.4	12.5	4.2	-0.8	-0.3
CC(=O)Nc1ccc(Oc2sc(C(=O)c3ccccc3)c(N)c2C#N)cc1
 : /	6.2	-0.5	-7.4	1.6	0.2	-21.0	8.2	-6.0	2.9
O=C(NCc1ccc(F)cc1)C1CCCN1C(=O)NCc1ccccc1 (stereo unspecified)
 : -7.3	-2.1	0.0	3.1	2.6	-4.4	-68.6	6.0	-0.1	3.7
Oc1c(Br)cc(Br)cc1CNc1cccc2cccnc12
 : 3.3	-7.2	-3.7	-3.4	-2.1	18.1	27.0	-3.0	0.7	0.3
Cc1ccccc1N1CC(C(=O)Nc2nnc(SCCC3OCCO3)s2)CC1=O (stereo unspecified)
 : -0.6	18.0	-2.5	-13.5	-0.4	6.3	-8.3	0.7	0.5	1.1
O=C(O)C1CC=CCC1C(=O)N1CCN(c2nc(-c3ccccc3)c3ccccc3n2)CC1 (stereo unspecified)
 : /	-0.7	0.9	-14.4	2.4	2.9	-57.0	-2.4	-1.7	0.9
CCOc1ccc(NC(=O)c2ccc3[nH]c(=O)c(=O)[nH]c3c2)cc1
 : 0.7	4.4	-2.1	-4.2	-0.3	-0.6	-6.8	-2.4	-1.8	2.1
O=C(Nc1ccccc1Cl)c1ccc2nsnc2c1
 : ?	-7.2	-2.2	-12.2	1.3	-2.6	16.4	-10.7	-0.2	1.4
CS(=O)(=O)N1CCCC(C(=O)NCCc2ccccc2)C1 (stereo unspecified)
 : /	-1.8	-0.8	5.6	-0.2	3.4	-23.3	6.9	-2.6	3.4
CC(=O)c1cccc(Nc2c([N+](=O)[O-])c(=O)oc3ccccc23)c1
 : -0.4	-6.3	-1.8	-4.6	1.2	0.9	-12.0	-2.3	-1.0	1.8
CC1CN(C(=O)c2cccc(S(=O)(=O)N3CCN(c4ccccc4)CC3)c2)CC(C)O1 (stereo unspecified)
 : 8.1	0.2	-0.5	-21.5	2.9	0.6	-6.7	-9.3	-0.4	2.8
COCCn1c(SCC(=O)Nc2ccccc2OC)nc2ccccc2c1=O
 : 0.2	-1.2	-1.0	-8.0	2.9	0.2	10.9	6.0	-0.5	-2.1
O=C(OC1CCOC1=O)c1ccc(Cl)c(S(=O)(=O)N2CCCCC2)c1 (stereo unspecified)
 : 1.0	2.4	-3.2	-9.5	-0.5	-1.2	/	-1.6	0.0	0.1
COc1ccccc1Oc1ccc2c(c1)C(=O)N(CC1CCCO1)C2=O (stereo unspecified)
 : 14.2	0.1	0.4	-12.4	0.0	-1.2	-2.0	-1.0	-1.7	1.3
CCN(C(=O)COC(=O)C1CCN(S(=O)(=O)c2ccc3c(c2)OCCO3)CC1)C1CCCCC1
 : 1.2	12.0	3.2	-13.3	-0.5	0.3	-23.6	4.0	-2.6	-0.1
O=C(CSc1nnc(COc2ccccc2)o1)N1CCCC1
 : -0.5	-4.5	0.8	-7.9	-0.8	0.5	-1.3	8.3	-1.2	-2.0
Cc1ccc(CNc2nc3ccccc3n2C)cc1
 : -0.8	3.7	-0.1	-2.5	1.2	0.0	6.2	10.1	-4.7	1.5
Cc1nn(-c2ccccc2)c2sc(C(=O)OC3CCOC3=O)cc12 (stereo unspecified)
 : /	1.1	-0.7	-4.1	0.0	-2.2	-12.6	-1.9	-1.4	0.7
O=C(Nc1cccnc1)c1ccccc1-c1nc(-c2ccccc2F)no1
 : 2.9	8.2	-1.3	-2.8	-0.7	0.6	27.7	-8.3	-1.4	1.0
CC(C)C(=O)Nc1ccc(COc2ccccc2CN(Cc2ccccc2)C(=O)OC(C)(C)C)cc1
 : -3.3	-4.3	/	-3.6	/	-12.9	11.6	-6.2	-0.6	7.0
CCOC(=O)c1sc(/N=C/c2ccc(O)cc2O)cc1C
 : -3.0	-9.8	-0.9	12.5	4.3	1.9	-11.5	-2.8	-2.6	0.5
COC(=O)c1ccc(Sc2ccc(Cl)cc2)c(N)c1
 : /	-10.7	1.2	1.0	2.9	-5.6	-0.3	-0.8	-0.4	2.0
CC(C)CNS(=O)(=O)c1ccc(Br)cc1N1CCC[C@@H]1CO
 : -1.1	-3.2	0.0	-9.7	-1.7	-1.2	-2.6	7.9	-1.7	3.2
CCCc1nnc(SCc2ccc(OC)cc2)n1N
 : /	-7.2	-3.2	-5.6	-0.1	0.4	9.5	6.1	-1.1	2.8
Fc1ccc(-n2c(Cc3ccccc3)nnc2SCc2nc(-c3ccc(Cl)cc3)no2)cc1
 : /	4.7	-0.4	-4.1	-1.1	-3.2	11.0	15.1	-3.3	2.4
Cc1cc2ncc(Cl)nc2cc1C
 : /	5.4	0.1	-8.6	1.0	-2.6	2.0	-4.3	-0.2	4.2
CCCCCCSc1ccc([C@H]2N[C@@](CC(C)C)(C(=O)OC)[C@H]3C(=O)N(CC)C(=O)[C@@H]23)cc1
 : -2.3	2.1	-1.4	0.1	1.9	-6.9	-10.6	4.1	1.1	1.4
CCOc1ccc(S(=O)(=O)N2CCc3ccccc3C2)cc1
 : /	4.0	-0.2	-3.9	-1.8	-12.6	3.0	-1.6	0.1	4.2
COc1ccc(NC(=O)c2ccc(N3C(=O)C4CC=C(Cl)CC4C3=O)cc2)cc1 (stereo unspecified)
 : -3.4	-1.5	0.3	-19.3	-0.2	0.1	-5.2	-4.5	-0.2	3.1
Cc1ccc(OCC(=O)NC2CCCC2)c(C)c1
 : 6.4	-2.2	0.3	-8.4	2.2	-4.4	24.1	-1.3	-0.1	3.2
CCc1cc(SC#N)cc(C)c1N
 : -17.6	0.5	0.9	-12.8	4.7	-1.1	-50.0	-4.8	-0.6	3.0
Cc1cc(C)nc(N(C#N)Cc2ccc([N+](=O)[O-])cc2)n1
 : -3.4	-11.6	0.9	49.2*	-0.6	2.4	2.2	1.5	-1.7	1.7
CC1CCC(NC(=O)Nc2cccs2)CC1 (stereo unspecified)
 : 11.5	30.6	-2.2	9.7	0.0	0.8	3.0	3.1	-3.8	1.9
CN(C)S(=O)(=O)c1ccc2c(c1)nc(CCC(=O)NCCc1ccc(Cl)cc1)n2C
 : 24.4	-1.7	-1.3	-0.1	0.6	-1.7	2.4	0.1	0.6	1.0
CC1(C)Cc2c(sc3[nH]c(=O)n(CC(=O)NCC4CCCO4)c(=O)c23)CO1 (stereo unspecified)
 : 0.1	-24.7	2.1	-3.4	0.6	0.0	-5.2	-8.8	-1.0	1.3
CCOC(=O)C(=O)Nc1ccccc1C(N)=O
 : -1.4	4.5	1.4	0.4	3.9	-1.8	/	2.9	-3.0	0.4
Cc1cccc(C)c1NC(=O)CNC(=O)c1c(C)nn(-c2ccccc2)c1Cl
 : -3.1	-3.3	0.3	-8.9	-4.3	0.9	11.7	-9.3	-1.6	0.7
O=C(CN1C(=O)NC2(CCCC2)C1=O)N1CCN(Cc2ccccc2)CC1
 : 1.4	-6.9	2.5	-7.6	3.9	-0.4	-42.0	-3.6	-2.1	2.2
O=C(CN1CCCCCCC1)NC(=O)NC1CCCCC1
 : 0.5	/	2.1	7.6	2.5	-2.6	-6.7	6.3	-0.5	3.1
COc1ccc(C(=O)Nc2cccc(C(C)=O)c2)cc1S(=O)(=O)N1CCOCC1
 : /	-0.1	1.6	-9.1	1.8	1.2	-1.4	18.2	4.8	2.0
O=C(Nc1cccc(-n2cnnn2)c1)c1cccnc1
 : -0.8	-11.2	-2.3	-9.8	0.3	-2.3	-6.2	-4.3	-1.0	0.5
Cc1cccc(-c2nc3c(c(SCC(=O)N4CCOCC4)n2)CCCC3)c1
 : -2.6	-4.0	1.4	-9.8	-0.6	-1.6	6.6	-6.6	-0.3	-0.3
O=C(C1CCN(c2ncnc3c2nc2n3CCCCC2)CC1)N1CCCCC1
 : -0.3	1.7	-0.8	1.7	2.0	-0.1	-14.7	1.4	-1.2	2.8

# High-throughput results: PubChem BioAssay, several laboratories
